Assay outcomes from PubChem.
BoNT A protease: inhibitors of Botulinum neurotoxin A light chain protease; multiplex microsphere protease substrate cleavage, flow cytometry; inhibition, % at 10 µM; AID 588499; 0.17% of 360,000 active; in the data active = inhibition above about 30%; inconclusive = no clear call, values can overlap the other calls; note: plate controls were buffer without enzyme for full effect and enzyme alone for no effect
CCHF vOTU inh: CCHFV vOTU protease inhibition | Pep-AMC fluorescence | 0.55% of 370,000 active | inhibition, % at 11.5 µM | AID 651958; note: 0% = vehicle wells with enzyme and 100% = no enzyme wells
FadD28 FP inh: inhibitors of Mycobacterium tuberculosis FadD28 bisubstrate binding; FadD28 bisubstrate probe binding, fluorescence polarization; inhibition, % at 12.5 µM; 0.22% of 360,000 active; AID 588549; in the data active = inhibition above about 8.5%, passing the limit was not always enough; inconclusive = no clear call, values can overlap the other calls
Mtb UGM inh: blocks M. tuberculosis UGM enzyme; P9WIQ1; purified UGM, fluorescence polarization probe displacement; inhibition, % at 10 µM; 0.06% of 320,000 active; in the data active = inhibition above about 10%, passing the limit was not always enough; inconclusive = no clear call, values can overlap the other calls
Target sequence (P9WIQ1 whole entry, looked up): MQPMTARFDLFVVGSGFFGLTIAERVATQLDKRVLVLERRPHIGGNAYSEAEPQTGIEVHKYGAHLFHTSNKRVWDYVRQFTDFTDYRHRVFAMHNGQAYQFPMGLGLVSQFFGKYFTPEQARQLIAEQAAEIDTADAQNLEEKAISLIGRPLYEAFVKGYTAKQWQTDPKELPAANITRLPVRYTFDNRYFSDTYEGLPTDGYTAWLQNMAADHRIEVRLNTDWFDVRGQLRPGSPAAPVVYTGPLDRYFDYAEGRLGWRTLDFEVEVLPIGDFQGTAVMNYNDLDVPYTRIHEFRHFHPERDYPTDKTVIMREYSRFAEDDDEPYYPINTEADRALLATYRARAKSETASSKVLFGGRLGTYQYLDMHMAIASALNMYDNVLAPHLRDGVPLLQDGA
Mtb FBA inh: inhibitors of M. tuberculosis fructose-bisphosphate aldolase | P9WQA3 | purified M. tuberculosis FBA, fluorescence read-out | inhibition, % at 1 µM | 2.3% of 360,000 active | AID 588726; in the data active = inhibition above about 27%;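 note: 0% = vehicle and 100% = reference inhibitor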
Target sequence (P9WQA3 whole entry, looked up): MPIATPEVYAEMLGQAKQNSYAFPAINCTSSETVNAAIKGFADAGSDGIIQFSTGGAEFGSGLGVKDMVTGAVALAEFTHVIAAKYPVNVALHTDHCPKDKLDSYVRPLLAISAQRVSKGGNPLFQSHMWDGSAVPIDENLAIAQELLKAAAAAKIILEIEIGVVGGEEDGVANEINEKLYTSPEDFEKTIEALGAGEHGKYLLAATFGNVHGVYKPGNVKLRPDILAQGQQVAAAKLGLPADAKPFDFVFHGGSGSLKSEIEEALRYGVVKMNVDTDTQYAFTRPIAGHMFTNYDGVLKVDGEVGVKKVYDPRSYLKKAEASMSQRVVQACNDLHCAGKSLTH
GDH-TPI counter: GDH-TPI coupled enzyme inhibition counter-screen | GDH-TPI coupled enzyme counterscreen, NADH absorbance | inhibition, % at 4.8 µM | 1.2% of 360,000 active | AID 588335;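 note: 0% = DMSO wells and 100% = wells lacking the enzyme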
BioA inh: BioA (M. tuberculosis) enzyme inhibition; purified M. tuberculosis BioA enzyme, plate reader; 0.096% of 360,000 active; AID 602481; inhibition, % at 9.99 µM; in the data active = inhibition above about 40%; inconclusive = no clear call, values can overlap the other calls
PrPC TRFRET: cell surface PrPC inhibition, primary TR-FRET screen; P04156; TR-FRET read-out; inhibition, % at 13.8 µM; 0.43% of 370,000 active; in the data active = inhibition above about 24%; note: 0% = median of the test wells and 100% = reference compound wells
BoNT F protease: inhibitors of Botulinum neurotoxin F light chain protease; Multiplex microsphere protease cleavage assay, flow cytometry; inhibition, % at 10 µM; 0.22% of 360,000 active; AID 588497; in the data active = inhibition above about 35%, passing the limit was not always enough; inconclusive = no clear call, values can overlap the other calls; note: plate controls were buffer without enzyme for full effect and enzyme alone for no effect
The depositor's hits bear a star; ? = inconclusive; / = no result given; & = joins results of further samples. Cut-off read from the data, not from the text of the source, unless noted: active = inhibition above about 30%; inactive = the rest.

Structure	CCHF vOTU inh	Mtb UGM inh	Mtb FBA inh	BoNT F protease	BoNT A protease	FadD28 FP inh	BioA inh	GDH-TPI counter	PrPC TRFRET
CC1=CC(=O)C(C(C)=Nc2ccccc2Cl)C(=O)O1 (configuration not stated)	-0.4	0.7	-2.3	-7.8	0.1	-2.7	0.3	-2.6	-1.8
CCCCCC(=O)c1c(C)[nH]c(C(=O)OCC)c1C	7.5	-0.2	-0.1	-8.1	-0.4	-1.8	/	1.9	0.3
O=C(CC(c1ccccc1O)N1CCCCC1)N1CCCCC1 (configuration not stated)	1.1	2.6	-2.5	-1.0	0.3	-1.3	/	6.4	0.9
O=C1Nc2ccc(F)cc2C12Nc1ccccc1-c1nnc(SCc3ccccc3)nc1O2 (configuration not stated)	-6.9	-0.3	1.2	5.5	0.1	2.0	0.8	17.7	-9.6
CCN(CCCNC(=O)C1CCC(=O)N1C1CCCC1)c1cccc(C)c1 (configuration not stated)	-3.6	0.8	2.7	-7.4	-0.4	-1.0	-1.1	0.0	2.5
COc1ccccc1CN1CC(C(=O)N(C)CCc2nc3ccc(F)cc3[nH]2)CCC1=O (configuration not stated)	13.7	0.5	0.3	1.2	1.2	-4.2	0.6	-2.6	1.7
Cc1ccccc1NC(=O)CN1C(=O)COc2ccc(Cl)cc21	-0.8	-2.9	0.9	-3.7	-0.7	-1.1	-1.5	-3.0	3.9
CC(C)C[C@H](NC(=O)c1nc[nH]c1C(=O)NC1CCN(C(=O)OC(C)(C)C)CC1)C(=O)OCc1ccccc1	31.2*	-0.1	-7.0	-8.2	-0.6	-1.4	-2.1	-4.0	5.4
Cc1ccc(S(=O)(=O)CCC(=O)Nc2cc(C)on2)cc1	-5.5	/	2.1	-7.2	-0.4	-1.4	-1.1	3.6	-1.1
COc1cc2cc(Oc3ccc4ccc(=O)oc4c3)c(=O)oc2cc1O[C@@H]1O[C@H](CO)[C@@H](O)[C@H](O)[C@H]1O	-10.7	-2.6	16.2	-12.8	-0.1	?	2.7	19.0	-4.9
CCC(OC(=O)c1nsc(Cl)c1Cl)C(=O)NCC1CCCO1 (configuration not stated)	8.6	0.5	-1.1	-20.1	-3.4	-4.2	4.2	1.9	-12.1
COC(=O)c1ccccc1NC(=S)N1CCC(N2CCCCC2)CC1	6.4	-5.7	4.0	3.9	-1.3	-2.2	/	-0.3	6.2
COc1ccc(C2c3[nH]c4ccccc4c3C[C@H]3C(=O)N(c4ccccc4C(=O)NCCN4CCOCC4)C(=O)N23)cc1 (some centres not stated)	-3.4	-0.6	-1.6	-1.4	-0.9	-0.3	0.1	3.9	-1.9
C/C(=N\NC(=O)c1ccccc1)c1ccc(N2CCCCC2)cc1	-12.7	2.5	-0.1	3.9	0.7	-0.8	-0.5	24.1	-2.7
CCOc1ccc(CSC(=N)N)cc1[N+](=O)[O-]	6.8	-2.3	-1.2	2.5	0.1	-3.1	2.0	8.8	-12.1
O=C(NCCS(=O)(=O)NCc1cccs1)c1ccccc1	-4.1	/	0.2	-2.2	-0.3	-1.8	-1.2	8.8	7.2
O=C(CN1CCOc2ccccc21)N1CCC(Cc2ccccc2)CC1	2.1	-3.2	6.1	-15.4	-1.3	-2.0	1.5	13.9	-4.5
COC(=O)C1=C(c2ccc(F)cc2OCc2ccccc2)C[C@@H]2CC[C@H]1N2C(=O)N1CCCC1	-7.2	-2.5	0.9	3.3	-0.3	-1.8	1.2	3.4	0.9
Clc1ccc2oc(-c3cccnc3NCc3ccccc3)nc2c1	0.8	-2.3	4.7	2.0	4.4	-0.6	1.0	-7.0	-2.5
Cc1c(OC(C)C(=O)NCCCN2CCOCC2)ccc2c3c(c(=O)oc12)CCC3 (configuration not stated)	7.5	-3.6	17.7	12.3	11.9	-2.1	15.9	11.1	-2.3
COc1ccc(CCNC(=O)C(CCC(N)=O)NS(=O)(=O)c2ccc(Cl)cc2)cc1OC (configuration not stated)	3.8	0.9	2.1	12.6	1.6	/	-0.7	0.0	-0.2
O=C(C1CCCN(Cc2ccccc2F)C1)N1CCCC1 (configuration not stated)	-11.9	1.7	1.1	?	?	-0.2	-1.5	-8.4	3.4
CCCCC(=O)Nc1ccc(C(=O)Nc2cc(C(F)(F)F)ccc2Cl)cc1	0.0	0.8	1.3	-3.4	-0.5	-4.2	-2.2	2.3	5.8
COc1ccccc1NC(=O)NC(=O)N(C(C)C)S(C)(=O)=O	15.2	1.7	1.2	-2.4	-1.2	-2.6	-0.1	-4.0	6.6
O=C(Nc1ccc(Cl)cc1Cl)c1ccc2c(=O)n3c(nc2c1)CCC3	15.1	-0.7	-1.3	-2.3	-1.2	-7.0	-0.5	-4.6	8.1
Cc1cc(N2C(=O)C(=O)/C(=C(/O)c3ccccc3)C2c2cccs2)no1 (configuration not stated)	3.8	1.0	-2.7	-6.3	0.4	-6.6	0.1	14.3	-9.0
COc1cc(NC(=O)c2cncc(-c3ccc(C#N)cc3)c2)cc(C(=O)Nc2cccc(C(F)(F)F)c2)c1	5.2&8.5	1.9	-0.3&1.2	-11.1&-0.7	-0.1&0.2	-5.6&-3.6	0.1&-0.4	9.4&3.9	-2.0&-4.8
Cc1ccccc1-c1cc(C(=O)NCc2cccc(C(F)(F)F)c2)nn1CC1CC(c2cccc([N+](=O)[O-])c2)=NO1 (configuration not stated)	9.4	1.9	-1.2	-9.4	-0.1	-5.1	2.2	5.8	3.3
COc1ccc(C2=NOC(C(=O)Nc3cccnc3)C2)cc1 (configuration not stated)	19.9	-0.4	-4.1	-1.8	-0.9	-0.5	3.5	6.7	1.2
CCc1nn(C(CC)C(=O)NCCCN2CC(C)CC(C)C2)c(=O)c2cc3oc(C)cc3n12 (configuration not stated)	-9.8	0.6	-4.1	9.8	2.9	-3.0	8.1	10.2	1.4
CCCCCCCC1=NN(c2ccc(S(=O)(=O)O)cc2)C(=O)C1N=O (configuration not stated)	5.0	/	-0.5	-2.0	-0.2	7.1	-1.0	16.8	-4.7
CCN(CC)Cc1c(C(=O)OC)nnn1-c1nonc1N	4.4	-1.5	1.5	-1.7	-0.6	-2.6	/	5.1	2.5
Cc1cc(C)n2c(NC3CCCCC3)c(-c3ccccn3)nc2n1	3.2	/	/	-26.2	-0.4	/	/	/	-7.6
CC1(C)C2([N+](=O)[O-])CN3CC1([N+](=O)[O-])CN(C2)C3c1cccnc1 (configuration not stated)	-9.8	0.8	4.9	/	/	-1.7	/	7.3	-0.4
CC(C)Cn1c(=O)c2ccccc2c2ccccc2c1=O	11.9	-1.8	-0.2	-6.5	-0.5	-3.4	1.4	2.9	-11.2
CCOC(=O)CCNC(=O)Nc1ccc2nc(C)n(Cc3ccccc3Cl)c(=O)c2c1	9.0	-2.5	7.0	-6.4	-0.1	-3.2	6.9	12.5	9.3
Nc1nc2ccccc2n1C(=O)c1cccs1	-8.7	0.0	1.8	-5.8	0.0	-0.9	-1.9	61.0*	-0.9
CC(C)[C@H](NC(=O)c1ccco1)C(=O)OCC(=O)Nc1cccc(F)c1	-9.5	2.1	1.8	-5.2	-0.7	-4.0	/	-5.9	7.2
C/C(=N/NC(=O)c1ccccc1O)c1ccc(N2C(=O)C3CCCCC3C2=O)cc1 (configuration not stated)	1.9	2.9	2.3	0.2	-0.3	-3.3	3.5	5.3	1.9
COc1ccc(-c2cnc3c(NC(C)=O)cc(-c4ccccc4CN(C)C)cn23)cc1OC	3.5	/	21.4	-4.5	0.1	0.3	4.2	14.3	-10.3
COc1ccccc1NC(=O)c1ccc(NC(=O)COC(=O)C2(C)CC2(Cl)Cl)cc1 (configuration not stated)	5.6	-0.2	-0.7	-6.2	-0.8	-1.8	/	-4.4	1.6
COc1cccc(-c2nn(C)c3sc(C(=O)NCc4ccc(C)o4)cc23)c1	2.0	3.1	19.8	-10.9	-1.8	-19.7	-2.3	8.4	1.4
COc1ccc(NC(=O)COC(=O)[C@@H]2CCCN2C(=O)c2cccs2)c(OC)c1	2.4	-0.8	8.5	4.4	1.0	-3.7	0.7	-4.2	2.1
Cc1ccccc1N1CCN(C2CCCN(C(=O)CCC(F)(F)F)C2)CC1 (configuration not stated)	16.4	1.2	0.4	-27.4	-1.2	-0.4	1.3	-5.4	-1.9
COc1ccc2nc(/N=C(\N)NC(=O)Nc3ccccc3)nc(C)c2c1	-31.2	-2.1	13.4	-4.4	1.0	-5.6	/	-4.4	11.9
Cc1ccc(-c2n[nH]c(=O)c3ccccc23)cc1S(=O)(=O)NCCN1CCOCC1	3.1	1.1	-0.7	8.7	0.1	-5.3	-1.0	-2.9	-6.2
CCCNc1cc(C)oc(=O)c1C(=O)CCC	-7.3	-1.4	1.2	0.9	1.0	-1.3	-0.6	6.5	-1.1
CCOC(=O)c1ccc(NC(=O)CNC(=O)C23CC4CC(CC(C4)C2)C3)cc1	0.2	-5.0	-2.2	-5.0	-0.6	0.4	-1.4	9.6	11.0
CCOc1cc(/C=N\NC(=O)c2c(C)nc3ccccn23)ccc1O	-1.6	-0.3	-0.7	10.1	-2.6	-0.4	-0.1	48.0*	-8.9
CN(C)c1ccc(P(=O)(OC2CCCCC2)C(O)c2ccncc2)cc1 (configuration not stated)	-0.7	3.2	-1.4	?	?	0.4	-0.4	4.9	-7.7

Next section
Structure	CCHF vOTU inh	Mtb UGM inh	Mtb FBA inh	BoNT F protease	BoNT A protease	FadD28 FP inh	BioA inh	GDH-TPI counter	PrPC TRFRET
CCNS(=O)(=O)c1ccc(C(=O)OCc2cc(=O)oc3cc(OC)ccc23)cc1	1.1	2.2	22.8	19.1	-4.1	-5.4	-1.0	-3.5	7.0
Cc1ccc(CNc2nc(NCc3ccccc3)nc3ccsc23)c(C)c1	5.0	/	0.3	-4.6	-0.1	-7.9	-2.3	8.0	6.4
Cc1cccc(-n2c(C)cc(C)c(C#N)c2=O)c1	-3.6	-1.3	1.5	-1.1	-0.7	-1.7	/	6.2	4.3
CC(C)N(Cc1nc(COc2ccccc2)no1)Cc1nccn1C	-9.0	2.7	-1.6	2.7	-0.1	-1.1	/	7.4	1.9
O=C(COC(=O)c1cc(-c2cccs2)nn1-c1ccccc1)Nc1ccc(F)c([N+](=O)[O-])c1	10.9	-0.4	1.9	-1.5	-0.7	-0.4	/	10.9	-1.4
Cc1cc(NC(=O)CSc2nc3cc(Cl)ccc3c(=O)n2C(C)C)no1	-0.2	/	-1.4	3.9	5.3	0.0	/	2.1	-5.0

Entries of single compounds from above. Values in the order: CCHF vOTU inh | Mtb UGM inh | Mtb FBA inh | BoNT F protease | BoNT A protease | FadD28 FP inh | BioA inh | GDH-TPI counter | PrPC TRFRET
`CC(C)N(Cc1nc(COc2ccccc2)no1)Cc1nccn1C` across the screens: -9.0 | 2.7 | -1.6 | 2.7 | -0.1 | -1.1 | / | 7.4 | 1.9
`CCNS(=O)(=O)c1ccc(C(=O)OCc2cc(=O)oc3cc(OC)ccc23)cc1` across the screens: 1.1 | 2.2 | 22.8 | 19.1 | -4.1 | -5.4 | -1.0 | -3.5 | 7.0

An unsorted share of the library; about 4.8% have a hit in one of these screens.
